All columns: NCI-60 one-dose screen, growth in % after 48 h at 10 µM unless noted; 100 = growth as untreated, 0 = no growth, -100 = all killed.
U251 = U251 CNS tumor cells; 80,000 compounds, 5.4% hits; AID 1794753
SNB-75 = SNB-75 CNS cancer; 79,000 compounds, 5% hits; AID 1794750
SF-268 = SF-268 CNS cancer cells; 82,000 compounds, 3.1% hits
KM12 = KM12 colon cancer cells; 82,000 compounds, 5% hits; AID 1794800
HCC-2998 = HCC-2998 colon cancer | AID 1794799 | 79,000 compounds, 4.7% hits
SF-295 = SF-295 CNS cancer cells; 79,000 compounds, 5.6% hits; AID 1794758
SNB-19 = SNB-19 CNS cancer cells; 81,000 compounds, 2.5% hits; AID 1794751
HCT-116 = HCT-116 colon cancer; 82,000 compounds, 7.3% hits; AID 1794798
SF-539 = SF-539 CNS cancer; 81,000 compounds, 6.8% hits
Numbers without * were called inactive; / = no result given; & = joins results of further samples. The calls were made as follows: active = growth percent below 10; inactive = the rest.

SMILES	U251	SNB-75	SF-268	KM12	HCC-2998	SF-295	SNB-19	HCT-116	SF-539
CCN(CC)CC(OC(=O)c1ccc([N+](=O)[O-])cc1)C(COC)OC (centres undefined)	105	103	107	105	99	99	100	107	109
CN1CCN(Cc2ccc(NC(=O)c3cncc(C#Cc4cccnc4)c3)cc2C(F)(F)F)CC1	80	113	97	14	75	76	100	33	18
Cc1ccc(Cl)c(NS(=O)(=O)c2ccc(-c3cnc(C4CC4)o3)cc2)c1	24	-10*	56	17	27	16	19	14	-8.1*
CC(C)c1cc2c(c3c1C(=O)CC3)C(C)(C)CCC2(C)C	94	94	103	98	100	101	103	69	103
CS(=O)(=O)c1ccc(-c2nc3ccccn3c2C=Nc2ccccc2)cc1	101	96	104	/	110	84	99	106	97
O=CNC(c1ccccc1)(c1ccccc1)c1ccccc1	100	103	106	104	100	104	107	96	94
CCOC(=O)C(F)(C#N)Cc1ccccc1 (centres undefined)	106	107	/	95	106	98	117	106	101
CS(=O)(=O)c1ccc([C@@H](O)[C@@H](CO)NC(=O)C(Cl)Cl)cc1	95	102	107	97	97	74	110	90	97
CCN(CC)CCC(=O)c1ccc(Cl)cc1	118	82	119	103	105	125	102	112	108
c1ccc(N2c3ccccc3Sc3ccccc32)cc1	101	80	102	98	124	112	104	99	102

An excerpt of these results, as a markdown table.
| Structure | U251 | SNB-75 | SF-268 | KM12 | HCC-2998 | SF-295 | SNB-19 | HCT-116 | SF-539 |
| --- | --- | --- | --- | --- | --- | --- | --- | --- | --- |
| CN1CCN(Cc2ccc(NC(=O)c3cncc(C#Cc4cccnc4)c3)cc2C(F)(F)F)CC1 | 80 | 113 | 97 | 14 | 75 | 76 | 100 | 33 | 18 |
| Cc1ccc(Cl)c(NS(=O)(=O)c2ccc(-c3cnc(C4CC4)o3)cc2)c1 | 24 | -10* | 56 | 17 | 27 | 16 | 19 | 14 | -8.1* |
| CC(C)c1cc2c(c3c1C(=O)CC3)C(C)(C)CCC2(C)C | 94 | 94 | 103 | 98 | 100 | 101 | 103 | 69 | 103 |
| CS(=O)(=O)c1ccc(-c2nc3ccccn3c2C=Nc2ccccc2)cc1 | 101 | 96 | 104 | / | 110 | 84 | 99 | 106 | 97 |

The results go on.
SMILES	U251	SNB-75	SF-268	KM12	HCC-2998	SF-295	SNB-19	HCT-116	SF-539
COc1ccc2[nH]cc(-c3csc4nc(-c5ccccc5)cn34)c2c1	14	-4.2*	41	12	6.0*	-2.2*	24	4.4*	-6.3*
COc1cccc(/C=C2\SC(=S)N(c3ccccn3)C2=O)c1OC	112	115	131	128	106	101	106	103	104
COc1ccc2c(=O)cc(C(Cl)(Cl)Cl)oc2c1	-0.2*	-78*	-36*	/	-30*	-31*	2.0*	4.2*	-27*
NS(=O)(=O)c1cccc(Nc2nc(SCc3ccccc3)nc3ccccc23)c1	102	100	95	102	121	95	99	108	95
C(=N\Nc1ncc(-c2cc3cc4c(cc3o2)OCO4)s1)/c1c2ccccc2cc2ccccc12	99	88	103	72	79	100	96	92	102
O=c1cc(N/N=C/c2ccc(Cl)cc2)c2ccccc2[nH]1	103	159	118	106	95	105	96	90	100
COc1ccc2c(c1)oc1c3[nH]c4ccccc4c3c3c(c21)C(=O)NC3=O	95	76	88	79	91	104	97	96	98
O=C(NCCN1CCOCC1)c1cncnc1Nc1ccc2c(ccn2Cc2cccc(F)c2)c1	103	85	101	106	102	98	90	100	101
CC(S)C(=O)NCC(=O)O (centres undefined)	102	105	106	108	98	87	97	102	109
CN(C)c1ccc(C(=O)/C=C/c2ccc([N+](=O)[O-])cc2)cc1	85	87	111	98	106	113	95	102	112
CCC(c1ccc(OC)cc1)C(CC)c1ccc(O)c(CN2CCN(C)CC2)c1 (centres undefined)	30	57	81	54	-1.5*	29	75	29	67
OC1CCC(CC2CCCCC2)CC1 (centres undefined)	112	/	100	105	112	96	104	101	101
CC(=O)NCCCCCCN1CCCCC1	108	111	104	100	97	94	101	106	102
O=C1N/C(=N/N=C(c2ccccc2)c2ccccc2)S/C1=C\c1ccccc1	93	94	100	103	105	94	93	89	103
CCCCNC(=O)CSc1nc2ccccc2c(=O)n1-c1ccc(S(=O)(=O)Nc2ccc(Cl)nn2)cc1	110	93	99	100	106	106	104	99	103
NCCCC[C@@H](N)C[C@H]1O[C@@H](n2cnc3c(N)ncnc32)[C@H](O)[C@@H]1O	100	90	92	103	106	100	111	109	100
COc1ccc(CSc2nc3cc(OC)c(OC)cc3c(=O)n2-c2ccc(Cl)cc2)cc1	94	93	101	102	108	/	100	98	96
Cc1ccc(S(=O)(=O)Nc2ccc(C(=O)CC3(O)C(=O)Nc4ccccc43)cc2)cc1 (centres undefined)	90	86	105	100	98	101	101	102	96
NS(=O)(=O)c1ccc(Nc2nc(Nc3ccccc3)nc(N3N=C(c4ccc(Cl)cc4)CC3c3ccc4c(c3)OCO4)n2)cc1 (centres undefined)	75	105	83	59	87	81	86	67	81
OC1CCC2CN3CCc4c([nH]c5ccccc45)C3CC2C1 (centres undefined)	/	84	108	109	106	102	91	96	103
CCC(O)C(C)(C)C (centres undefined)	/	108	113	113	106	97	109	106	113
CCN(CC)CCOC(=O)CCC(C)=O	96	99	109	112	114	112	108	104	99
COc1cc2c(cc1[N+](=O)[O-])-c1ccc([N+](=O)[O-])cc1/C2=N\O	77	76	90	95	106	77	79	72	85
CS(=O)(=O)c1ccc(Nc2nc(N3CCC(O)CC3)nc3cc[nH]c(=O)c23)cc1	79	55	80	14	76	105	92	51	31
COc1ccc2c(c1)sc1nc(-c3ccccc3)c(-c3cccc4ccccc34)n12	21	23	51	16	-27*	-39*	30	19	0.2*
CC1=CC(=O)CC(C)C1 (centres undefined)	101&108	98&95	102&96	104&112	107&103	108&106	110&109	106&103	105&108
Clc1ccc(-c2[nH]ncc2-c2c[nH]c3ccccc23)cc1	96	79	93	97	112	91	108	97	92
COc1ccc(C2=NN(C(C)=O)C(c3ccc(Cl)cc3)C2)cc1S(=O)(=O)NNC(=O)c1ccncc1 (centres undefined)	97	79	103	97	105	99	98	99	99
CNC(=O)c1cc(-c2ccc(NC(=O)Nc3ccc(OC)cc3)cc2)nc2cccnc12	104	97	102	103	108	104	94	90	96
Cc1cc(C)[n+](C)c(C)n1	102	101	97	101	102	98	113	108	92
COC(=O)C1CCCN1C(=O)[C@@H]1CCCN1C(=O)[C@H](Cc1c[nH]c2ccccc12)NC(=S)Nc1cc(C(F)(F)F)cc(C(F)(F)F)c1 (some centres undefined)	36	55	51	25	15	25	50	37	55
CCCCCC1c2ccc(O)cc2Oc2nc(N)c(C#N)c(N)c21 (centres undefined)	94	71	82	76	98	81	101	82	79
CCN(CC)CCOC(=O)c1ccc(NC(=O)c2ccccc2)cc1	91	94	99	98	107	95	107	96	99
O=c1cc(-c2sc(N3CCCC3)nc2-c2ccccc2)c2cc(Cl)ccc2o1	100	92	85	80	91	85	95	84	84
Oc1cccc(NC(=S)Nc2ccccc2)c1	101	90	106	103	103	101	107	98	98
Cc1cc(CC(=O)NCCO)n(CCO)c(=O)c1	98	95	101	107	103	104	103	98	107
O=C(c1ccc(Cc2n[nH]c(=O)c3cccnc23)cc1)N1CCN(c2ccc(Cl)cc2)CC1	99	92	96	105	100	90	90	96	90
Fc1ccc(-c2nn(-c3ccccc3)cc2-c2nc3ccccc3[nH]2)cc1	96	103	90	90	107	108	85	97	99
COc1cc(-c2nc(N)n(CC(=O)Nc3ccc(/C(C)=N\O)cc3)n2)cc(OC)c1OC	86	74	94	97	102	101	100	101	97
c1cnc(NCc2nnc(-c3cccs3)o2)nc1	98	112	106	109	112	103	106	101	104

Filtered by structure: the compounds so far with a nitro group on carbon (three)
SMILES	U251	SNB-75	SF-268	KM12	HCC-2998	SF-295	SNB-19	HCT-116	SF-539
CCN(CC)CC(OC(=O)c1ccc([N+](=O)[O-])cc1)C(COC)OC (centres undefined)	105	103	107	105	99	99	100	107	109
CN(C)c1ccc(C(=O)/C=C/c2ccc([N+](=O)[O-])cc2)cc1	85	87	111	98	106	113	95	102	112
COc1cc2c(cc1[N+](=O)[O-])-c1ccc([N+](=O)[O-])cc1/C2=N\O	77	76	90	95	106	77	79	72	85

Next compounds
SMILES	U251	SNB-75	SF-268	KM12	HCC-2998	SF-295	SNB-19	HCT-116	SF-539
O=C(O)c1cccc(Cl)n1	101	96	99	101	108	96	99	102	100
COc1ccc(C(=O)C/C(=C\c2ccc(Cl)cc2)C(=O)NCc2ccccc2)cc1	71	100	86	100	93	101	86	82	94
CCSc1ccc(N2C(N)=NC(N)=NC2(C)C)cc1	23	74	48	56	67	44	53	19	58
Cc1cc(C)nc(/N=C/c2ccccc2O)c1	106	95	/	110	97	112	105	113	102
CC(C)C[C@@H]1NC(=O)[C@H](Cc2c[nH]c3ccccc23)NC(=O)[C@H](CO)NC(=O)[C@H](CCCNC(=N)N)NC(=O)[C@H](CC(C)C)NC(=O)[C@H](CCCNC(=N)N)NC(=O)[C@H](Cc2ccc(O)cc2)NC(=O)[C@H](Cc2ccc(O)cc2)NC(=O)[C@H](CO)NC(=O)[C@@H]2CCCN2C(=O)CNC(=O)[C@H](CC(N)=O)NC(=O)[C@@H](Cc2ccc(O)cc2)NC(=O)CSC[C@@H](C(N)=O)NC(=O)[C@H](CO)NC(=O)[C@H](CO)NC1=O	101	87	109	100	118	108	99	105	97
O=C(N/C(=C1/OCCN1Cc1ccccc1)[P+](c1ccccc1)(c1ccccc1)c1ccccc1)c1ccccc1	14	27	21	-1.2*	-11*	31	10	2.1*	25
COc1nc2c(c(=O)n1C)N=C1c3ccccc3C(=O)C1C(c1ccccc1)N2 (centres undefined)	89	85	85	79	106	/	92	90	94
CC1=C(C)C(=O)C(C(CCCCCC(=O)O)c2ccccc2)=C(C)C1=O (centres undefined)	100	80	104	103	106	102	105	95	104
CN1C(=O)C(C(=O)/C=C/c2ccc(F)cc2)C(=O)N(C)C1=O	89	96	109	101	97	100	97	79	100

Structures shown so far containing a furan ring, fused or not, in the order listed:
SMILES	U251	SNB-75	SF-268	KM12	HCC-2998	SF-295	SNB-19	HCT-116	SF-539
C(=N\Nc1ncc(-c2cc3cc4c(cc3o2)OCO4)s1)/c1c2ccccc2cc2ccccc12	99	88	103	72	79	100	96	92	102
COc1ccc2c(c1)oc1c3[nH]c4ccccc4c3c3c(c21)C(=O)NC3=O	95	76	88	79	91	104	97	96	98
